CBFb-RUNX1 inh – qHTS Assay for Compounds Blocking the Interaction Between CBF-beta and RUNX1 for the Treatment of Acute Myeloid Leukemia; Runt-related transcription factor 1 (Homo sapiens) + Core-binding factor subunit beta …; AlphaScreen CBFb-His/RUNX1-biotin binding, biochemical; Potency, µM (doses to about 59.8 µM), inactives show at the top dose activity, negative = inhibition, usual class: inhibitors; 230,000 tested, under 10 active; AID 1477, 2009; note: % of control where 0% means no effect
Target sequence (Q01196 whole entry, looked up): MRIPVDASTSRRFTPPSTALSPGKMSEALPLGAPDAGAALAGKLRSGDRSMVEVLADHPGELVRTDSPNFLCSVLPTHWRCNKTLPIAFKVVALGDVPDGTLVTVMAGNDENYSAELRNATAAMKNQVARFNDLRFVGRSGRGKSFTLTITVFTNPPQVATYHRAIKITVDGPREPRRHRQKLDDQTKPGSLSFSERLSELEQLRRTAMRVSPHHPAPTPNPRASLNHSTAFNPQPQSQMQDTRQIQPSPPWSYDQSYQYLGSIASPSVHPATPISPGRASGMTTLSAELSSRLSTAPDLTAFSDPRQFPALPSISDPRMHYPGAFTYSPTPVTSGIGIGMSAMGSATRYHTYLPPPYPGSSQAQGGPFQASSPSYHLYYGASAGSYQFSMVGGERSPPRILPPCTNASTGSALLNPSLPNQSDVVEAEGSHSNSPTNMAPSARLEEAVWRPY
Target sequence (Q13951 whole entry, looked up): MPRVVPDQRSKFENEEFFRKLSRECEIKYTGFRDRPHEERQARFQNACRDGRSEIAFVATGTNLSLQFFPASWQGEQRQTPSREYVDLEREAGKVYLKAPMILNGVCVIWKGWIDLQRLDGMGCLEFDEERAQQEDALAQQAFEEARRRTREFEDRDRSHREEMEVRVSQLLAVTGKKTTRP
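CBF-beta (His) and RUNX1 (biotin), 30 nM each; 20 min preassociation; + compound, 15 min; + beads 50 ng each (Ni, streptavidin), 90 min; RT; AlphaScreen read.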
Epigenetic reg – Quantitative High-Throughput Screen for Regulators of Epigenetic Control; AID 1865, 2009; Potency, µM (top dose mostly 53.9 µM), for inactives: at the top dose GFP activation, usual class: activators; 280,000 tested, 0.2% active; murine LDR cells, GFP reporter derepression, 30 h; note: potency is the fitted concentration of half-maximal effect; % of control where 0% means no effect; nearly all actives have a fitted effect of over 60% in size
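GFP-positive cell count by laser-scanning cytometry (objects 20–120 um) after 30 h, 37 C compound exposure of murine LDR cells; reporter is CMV-GFP integrated at a silenced locus, inducible by HDAC or DNMT inhibitors.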
GLA spleen mod – qHTS Assay for Inhibitors and Activators of Human alpha-Galactosidase From Spleen Homogenate | Alpha-galactosidase A (Homo sapiens), P06280 | human spleen homogenate, 4MU-alpha-Gal fluorescence, 40 min | Potency, µM (titrated, usually from 80 µM), without a hit: at the top dose activity change, negative = inhibition, actives largely listed as inhibitors | 240,000 tested, 0.008% active | AID 2107, 2009;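 note: potency is the fitted concentration of half-maximal effect; 0% = enzyme with vehicle and -100% = no enzyme basal signal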
Target sequence (P06280 32-429 limits assumed): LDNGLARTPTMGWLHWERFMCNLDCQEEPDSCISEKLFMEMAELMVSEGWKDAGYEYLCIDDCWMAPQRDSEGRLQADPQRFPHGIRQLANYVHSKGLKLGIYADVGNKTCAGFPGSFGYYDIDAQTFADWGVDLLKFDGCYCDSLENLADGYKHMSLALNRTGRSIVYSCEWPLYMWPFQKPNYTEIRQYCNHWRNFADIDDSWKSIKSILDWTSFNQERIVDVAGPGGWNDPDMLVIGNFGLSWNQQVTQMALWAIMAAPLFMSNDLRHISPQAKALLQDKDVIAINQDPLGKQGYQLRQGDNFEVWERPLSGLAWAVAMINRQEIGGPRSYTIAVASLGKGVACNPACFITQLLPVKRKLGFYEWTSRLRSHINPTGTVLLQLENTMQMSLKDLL
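Inhibition or activation of alpha-galactosidase in human spleen homogenate is scored by 4-MU fluorescence after 40 min at 37C, pH 5.0, with 1 mM substrate. AC50s come from concentration-response fitted to the Hill equation.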
NPSR antagonist – qHTS Assay for Antagonists of the Neuropeptide S Receptor: cAMP Signal Transduction; Q6W5P4; CHO-NPSR cells, cAMP TR-FRET, antagonist mode; Potency, µM (highest dose often 38.3 µM), for inactives: at the top dose activity change, negative = inhibition, actives largely listed as inhibitors; 220,000 tested, 1% active; note: potency is the fitted concentration of half-maximal effect; % is set by controls: 0 for no effect and ±100 for the full control effect; nearly all actives have a fitted effect of over 50% in size; many of its hits are not listed in these tables
LMNA splice mod – qHTS Assay for Modulators of Lamin A Splicing; 200,000 tested, 0.01% active; AID 1487, 2009; HeLa LMNA splicing GFP/RFP minigene ratio, 48 h; Potency, µM (highest dose often 46.1 µM), for inactives: at the top dose ratio change, negative = inhibition, usual class: inhibitors; active = well fitted inhibition curve with a large enough effect in the signal ratio, with a control signal flat, not every such curve was filed as active; inconclusive = small, poorly fitted or top-dose-only effect, or effect the other way, or a change in a side signal; the % refers to the signal ratio; note: potency is the fitted concentration of half-maximal effect; % is set by controls: 0 for no effect and ±100 for the full control effect
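Read-out is the ratio of GFP to DsRed2 object intensity, acquired by 488 nm laser-scanning cytometry on HeLa lamin A-EGFP minigene reporter cells. Compound incubation 48 hrs at 37 °C in Opti-MEM with 2% FBS; DMSO 0.5% final.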
IMPase Li cell – qHTS Assay for Identifying the Cell-Membrane Permeable IMPase Inhibitors: Potentiation with Lithium | CHO-M1 cells, IP1 TR-FRET (IP-One), carbachol + lithium | Potency, µM (series often up to 59.4 µM), for inactives: at the highest dose activity, negative = IMPase inhibition, actives largely listed as inhibitors | 210,000 tested, 0.35% active;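 note: IP1 builds up when IMPase is blocked and the TR-FRET signal falls; potency is the fitted concentration of half-maximal effect; plate controls were basal vehicle for no effect and high inhibitor control for full effect; nearly all actives have a fitted effect of over 50% in size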
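CHO cells stably expressing M1 receptor (2000/well, cultured 16–30 h) treated 30 min at 37C with compound plus low lithium. Cytosolic IP1 by TR-FRET (665/620 ratio and 620 channel) after 10 min lysis; AC50 by Hill fit.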
KinaseGlo FLuc – Counterscreen for Luciferase (Kinase-Glo TM) Inhibition; Luciferin 4-monooxygenase (Photuris pensylvanica), Q27757; Kinase-Glo luciferase, ATP luminescence, 8 min; Potency, µM (titrated, usually from 38.3 µM), inactives show top-dose activity change, negative = inhibition, hits mostly inhibitors; 200,000 tested, 0.28% active; AID 1379, 2008; note: potency is the fitted concentration of half-maximal effect; % is set by controls: 0 for no effect and ±100 for the full control effect; nearly all actives have a fitted effect of over 60% in size
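Recombinant Kinase-Glo luciferase, 10 uM ATP (linear range), luciferin; imidazole pH 7.2 / KCl / MgCl2 / Tween / BSA buffer; 8 min RT; luminescence.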
* = called active by the depositor; ? = inconclusive; / = no result given; [ ] = remark or other dose. Unless noted, calls come from the whole dose curve; as a rule, active = well fitted curve in the direction sought with a large enough effect; inconclusive = small, poorly fitted or top-dose-only effect, or another doubt; inactive = no such curve, though single readings can be large; an effect the other way counts as inactive or inconclusive. Some of the compounds tested. The share of hits here may be higher or lower than overall.

Every second line gives: CBFb-RUNX1 inh	Epigenetic reg	GLA spleen mod	NPSR antagonist	LMNA splice mod	IMPase Li cell	KinaseGlo FLuc
CCOc1ccc(N2C(=O)Nc3ccccc3C2(O)C(=O)NCc2ccco2)cc1 (stereo not given)
  10%	0.0%	4%	5%	-8%[9.22 µM]	3%	-2%
Cc1nn(C)cc1N1C(=O)c2cccc3c(N)ccc(c23)C1=O
  -2%	2.1%	-1%	30%	/	/	/
CSc1nc(-c2ccco2)nn1S(=O)(=O)c1ccc(C)cc1
  -10%	-1.0%	-6%	-1%	-4%	8%	-1%
CC1CC(C)CN(C(=O)COC(=O)c2ccc[nH]c2=O)C1 (stereo not given)
  -2%	-0.1%	1%	9%[46.1 µM]	8%	12%[38.3 µM]	-1%
O=C(CSc1nc2cc(Cl)ccc2s1)N1CCN(C(=O)c2ccco2)CC1
  3%	0.0%	7%	-10%[46.1 µM]	-5%	12%	-1%
CCOc1cc(CNc2ccc3c(c2)CCC3)ccc1OC
  -7%	2.1%	2%	9%[46.1 µM]	5%	23%[38.3 µM]	3%
Cc1cccc(NC(=O)Nc2ccc3c(c2)OCO3)n1
  0%	-1.5%	-4%	-5%	/	/	/
COC(=O)C(C(=O)OC)[C@@H]1CCCC(=O)C1
  25%[13.1 µM]	0.0%[10.1 µM]	-2%[17.5 µM]	/	/	/	/
CCc1nnc(NC(=O)COc2ccc(N(C)S(=O)(=O)c3ccc(C)cc3)cc2)s1
  -13%	-0.2%	-1%	-18%	-12%[46 µM]	9%	2%
Fc1ccccc1/C=C1\CCCC2=C1NC(=S)NC2c1ccccc1F (stereo not given)
  ?	-0.5%	9%	-29%	?	20%	4%
O=C(O)Cc1sc(-c2ccccc2Cl)nc1-c1ccccc1
  ?	-5.6%	4%	-47%	4%[46 µM]	5µM*	-6%
C/C(C=O)=C/c1ccccc1
  17%[21.7 µM]	/	-7%	/	/	-9%	/
N/C(=N\OC(=O)/C=C/c1ccccc1)c1ccccc1
  24%	0.0%	-21%	-8%[46.1 µM]	-4%	28%[38.3 µM]	?
COc1ccc(/C=N/Nc2ccc([N+](=O)[O-])cc2)cc1Cn1cc([N+](=O)[O-])cn1
  8%	2.9%	8%	-16%[46.1 µM]	12%	32%[activator][38.3 µM]	-3%
CC(c1ccccc1)C1CC(=O)N(c2cc(Cl)ccn2)C1=O (stereo not given)
  7%	4.9%	6%	43%	/	/	/
O=c1n(Cc2ccccc2)c2cc(Cl)cnc2n1Cc1ccccc1
  ?	-3.5%	7%	?	1%	25%	0%
COc1ccc(-n2c(SCC(=O)Nc3nccs3)nc3sc4c(c3c2=O)CCN(C)C4)cc1
  -22%	-1.8%	-6%	1%[46.1 µM]	5%	-10%[38.3 µM]	2%
Cc1ccc(SCC(=O)N2CC(C)OC(C)C2)cc1 (stereo not given)
  5%	-1.0%	-4%	-7%[46.1 µM]	6%	11%[38.3 µM]	-1%
CNC(=O)c1ccccc1Sc1ccccc1C#N
  -6%	-0.9%	0%	15%	2%[9.22 µM]	0%	3%
CC(C)N=C(Nc1ccc(Cl)cc1)c1cccnc1
  4%	-1.1%	-7%	-4%[46.1 µM]	-2%	-2%[38.3 µM]	-3%
O=C(O)c1ccc(-c2nnn(Cc3ccccc3F)n2)cc1
  4%	1.3%	1%	-13%	/	/	/
O=C(CCNS(=O)(=O)c1ccc(Br)cc1)NCc1cccs1
  ?	1.2%	7%	12%	/	-5%	1%
CCOC(=O)C1=C(C)NC(=O)NC1c1c(OCC(=O)N2CCCCC2)ccc2ccccc12 (stereo not given)
  -7%	1.0%	-4%	10%[46.1 µM]	-8%	-16%[38.3 µM]	-9%
Cc1nn(CC(=O)OC(C)C(=O)Nc2ccccc2[N+](=O)[O-])c(C)c1[N+](=O)[O-] (stereo not given)
  0%	-0.9%	-1%	-9%[46.1 µM]	-9%	/	/
COC(=O)/C(C)=C/CC12OC(C)(C)C3CC(C=C4C(=O)c5cc6c(c(CCC(C)(C)Cl)c5OC431)OC1(C)CCC(=C(C)C)C6C1)C2=O (stereo not given)
  8%	7.7%	-3%	/	/	2%	-5%
COc1ccc(-c2coc3cc(O)ccc3c2=O)cc1O
  3%	-3.0%	-6%	-17%	/	2%	/
O=C(COC(=O)CNC(=O)c1ccc(F)cc1)Nc1cccc(S(=O)(=O)N2CCCC2)c1
  -2%	-0.3%	0%	-3%	/	-5%	/
Cc1ccc2cc(CCNC(=O)CC(C)C)c(=O)[nH]c2c1
  2%	-1.0%	12%	16%[46.1 µM]	5%	0%	0%
CCOC(=O)C1C(C#N)=C(N)OC(C)=C1c1ccncc1 (stereo not given)
  0%	0.0%	10%	-1%[46.1 µM]	-2%	-15%[38.3 µM]	-3%
Cc1ccc(/C=N/NC(=O)NC23CC4CC(CC(C4)C2)C3)o1
  -15%	0.0%	3%	-48%	/	/	/

Individual results from above:
Result of CCc1nnc(NC(=O)COc2ccc(N(C)S(=O)(=O)c3ccc(C)cc3)cc2)s1 under GLA spleen mod: -1%
Result of CC1CC(C)CN(C(=O)COC(=O)c2ccc[nH]c2=O)C1 (stereo not given) under GLA spleen mod: 1%

More records follow:
Every second line gives: CBFb-RUNX1 inh	Epigenetic reg	GLA spleen mod	NPSR antagonist	LMNA splice mod	IMPase Li cell	KinaseGlo FLuc
O=C(NC12CC3CC(CC(C3)C1)C2)c1ccc(-c2cccc(Cl)c2)o1
  6%	1.0%	3%	-55%	?	8%	0%
Cc1nnc(SCC(=O)N2CCOCC2)s1
  0%	-1.1%	4%	0%[46.1 µM]	2%	16%[38.3 µM]	-1%
OC(COC(c1ccc(Cl)cc1)c1ccc(Cl)cc1)CN1CCc2ccccc2C1 (stereo not given)
  21%	-1.3%	-4%	?	?	10%	1%
CN1CCN(c2ccccc2NC(=O)c2ccc(Br)o2)CC1
  10%	-2.1%	5%	1%[46.1 µM]	-8%	30%[activator][38.3 µM]	2%
Cc1ccc2cccc(OCc3ccccc3)c2n1
  6%	-2.6%	-3%	0%	/	/	/
CC(C)NC(=O)CN(C(=O)CCC(=O)Nc1ccccn1)c1ccc(F)c(Cl)c1
  4%	-0.5%	1%	15%[46.1 µM]	?	0%[38.3 µM]	-3%
O=C(/C=C/c1ccc(Cl)c([N+](=O)[O-])c1)Nc1ccc(N2CCCC2)c(Cl)c1
  2%	6.7%	4%	-52%	5%	-3%	-2%
O=C(CN1CCCC1)Nc1ccc(Cl)cc1C(F)(F)F
  7%	-0.3%	8%	11%	-1%[46 µM]	0%	0%
N#Cc1ccc(Sc2nc3ccccc3[nH]2)cc1C#N
  -2%	0.0%	-10%	-2%[46.1 µM]	0%	0%[38.3 µM]	1%
Oc1cccc(/C=N/N2CCN(c3ccccn3)CC2)c1
  1%	0.0%	0%	9%	/	/	/
O=C1C=CC(=O)C2=C1C1c3ccccc3C2c2ccccc21
  -14%	-0.2%	4%	/	/	15%	-4%
COC(=O)c1[nH]c2cc(C)ccc2c1NC(=O)CN1CCN(c2ccccc2OC)CC1
  -4%	-2.2%	-1%	-9%[46.1 µM]	?	7%	5%
CCOC(=O)c1cc2nc(-c3ccco3)cc(C(F)(F)F)n2n1
  14%	1.0%	6%	-4%[46.1 µM]	-12%	-5%	3%
Cc1ccccc1-c1nccc(-n2ccnc2)n1
  /	2.6%	8%	/	-9%	11%	-2%
FC(F)(F)c1ccc(NC(=S)NCc2ccccc2)cc1
  -1%	-0.5%	-11%	-42%	/	7%	2%
c1ccc2c(c1)CCCN2Cc1nnc2n1CCCCC2
  -4%	-1.6%	8%	0%[46.1 µM]	3%	-5%[38.3 µM]	-1%
C(=N\n1cnc2ccccc21)/c1cccnc1
  5%	0.5%	10%	-2%[46.1 µM]	9%	6%[38.3 µM]	-3%
Cc1cc(C(=O)NCC(=O)OCC(=O)Nc2ccc(OC(F)F)cc2)ccc1[N+](=O)[O-]
  29%	-3.0%	19%	17%	10%	10%	1%
Cc1nn(C(C)c2n[nH]c(=S)n2-c2cccc(Cl)c2)c(C)c1[N+](=O)[O-] (stereo not given)
  -11%	-1.0%	?	11%	2%	6%	6%
CCc1ccc(N2C(=O)CC(N(CC3CCCO3)C(=O)/C=C/C(=O)O)C2=O)cc1 (stereo not given)
  7%	19%	4%	5%	6%	-3%	-3%
COc1ccc(CCN(Cc2ccc(C(C)C)cc2)S(=O)(=O)c2ccc(S(=O)(=O)N(C)C)cc2)cc1OC
  -7%	-0.9%	0%	7%	-10%	4%	-1%
CC1(C(=O)NC2CCCCC2)CCC(=O)N1Cc1cccs1 (stereo not given)
  6%	0.1%	8%	-10%[46.1 µM]	-4%	13%[38.3 µM]	0%
COc1ccc(N2C(=O)C3CCCN3C2c2cccc(OC)c2OC)cc1 (stereo not given)
  -4%	-1.4%	3%	-13%[46.1 µM]	6%	-4%[38.3 µM]	-3%
CCN1C(=O)c2ccccc2S(=O)c2ccc(C(=O)NCc3ccccn3)cc21 (stereo not given)
  0%	-1.0%	-1%	-3%	-20%	12%	0%
CC(C)=CC(=O)OCC(=O)Nc1ncc(Cl)c(C)c1Cl
  -1%	0.0%	-9%	-14%[46.1 µM]	8%	-12%[38.3 µM]	-2%
CS(=O)(=O)Nc1cccc(-c2ccc3ncnc(NCc4cccnc4)c3c2)c1
  /	2.4%	-8%	/	-4%	16%	-1%
Cc1ccc2c(Cl)cc(Cl)c(OCC(=O)NC3CCS(=O)(=O)C3)c2n1 (stereo not given)
  10%	1.3%	-2%	-6%	3%[46 µM]	-4%	-1%
Cc1onc(-c2ccccc2)c1C(=O)NC(=S)NNC(=O)c1cccnc1
  -15%	-1.9%	2%	3%	?	3%	2%
CN(C)/C=C(/C(=O)c1ccc(Cl)cc1)S(C)(=O)=O
  4%	1.3%	5%	12%	22%[46 µM]	1%	0%
CC(C(=O)Nc1ccc(S(=O)(=O)N2CCCC2)cc1)N1CCN(C(=O)c2ccco2)CC1 (stereo not given)
  5%	-7.3%	3%	-15%[46.1 µM]	15%	22%[38.3 µM]	0%

Screens (PubChem BioAssay)
